Screens deposited in PubChem by several laboratories.
Myeloid diff 2: promotes myeloid progenitor differentiation. ER-HoxA9 myeloid progenitors, lysozyme-GFP differentiation, flow cytometry. calls only at 10 µM. 360,000 tested, 1% active. AID 624256;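 active = normalized GFP-positive differentiation at or above the plate's own cutoff, the solvent-only control mean plus 3 SD; inconclusive = no clear call, values can overlap the other calls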;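 also: cells exposed to compound for four days before flow analysis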
Hep lipid drop: hepatic lipid droplet formation modulation; AID 1656; inhibition, % at 6.5 µM; AML12 mouse hepatocytes, oleate lipid droplets, BODIPY imaging; 240,000 tested, 0.4% active;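 active = lipid droplet intensity inhibited by at least 50%, with more than 500 cells counted; inconclusive = wells with under 300 cells, treated as cytotoxic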
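Material: mouse AML12 hepatocyte cell line, fixed after treatment; Timing: compound with oleate, overnight; Technique: high-content imaging of BODIPY-stained droplets and DAPI nuclei; Probe or stimulus: oleate, 100 µM final; Dosing: compound at 6.5 µM only.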
T cell modulator: modulates CD8 T cell binding to vesicles; 2C CD8+ T cell-vesicle binding, flow cytometry; hits give low values; calls only at 7 µM; 330,000 tested, 0.068% active;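 active = response, share of CD8 T cells binding vesicles, and their 90th percentile fluorescence all below set limits, cut at about 80% in these data, passing the limit was not always enough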
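incubation = binding step 1.5 h, 37 °C, antibody labelling 20 min, ice | test system = 2C mouse CD8+ T cells | read-out basis = percent CD8+ FL2 mean versus row control | controls = Peptide-free naked vesicles (low) and QL9 vesicles with 0.7% DMSO vehicle (high) | detection = flow cytometry of vesicle-bound cells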
Hep lipid drop cells 6.5 µM: recorded beside Hep lipid drop, whose call it bears; cell count; measured here: cell count, cytotoxicity flag;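 cells counted across two imaged fields per well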
T cell modulator vesicle-bound %: also measured in T cell modulator; calls as there; double positive events, %; measured here: CD8+ vesicle-bound cell fraction;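 binding gate set so that unloaded-vesicle control wells show 10% double positive cells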
Myeloid diff 2 GFP+ MAC1+ %: further read-out of Myeloid diff 2, marked with its call; GFP+ MAC1+ double positive, %; measured here: differentiation confirmed by MAC1 staining
Active calls of the source: *; i = inactive; ? = inconclusive; · = no result given; + = active, no number. Not all compounds are listed; the hit share may differ from the screen's.

SMILES	Myeloid diff 2	Myeloid diff 2 GFP+ MAC1+ %	Hep lipid drop	Hep lipid drop cells 6.5 µM	T cell modulator	T cell modulator vesicle-bound %
O=C(Cn1ncc2c3ccccc3n(Cc3ccccc3F)c2c1=O)NCCN1CCOCC1	i	4.6	-6	717	i	56
Cc1noc(C)c1C(=O)N1CCCC(Nc2ccc(C(C)C)cc2)C1 (centres undefined)	i	0.5	-8	791	i	23
O=C(c1ccccc1Cl)N1CCC(N2CCC(C(=O)N3CCCC3)CC2)CC1	i	1.8	0	768	i	16
Cc1ccc(N(CC(=O)NC2CCCCC2)C(=O)CCCC(=O)Nc2ccccn2)c(C)c1	i	0.5	-6	776	i	39
O=C(NC1CCCC1)C(c1ccncc1)N(C(=O)c1ccco1)c1ccc(Cl)cc1 (centres undefined)	i	4.3	-9	769	i	52
COc1cccc2cc(-c3cc(=O)oc4cc(C)c(O)cc34)oc12	i	1.7	1	623	i	51
CCc1ccc(N(CC(=O)NCCc2ccccc2)C(=O)CCC(=O)Nc2ccccn2)cc1	?	·	19	754	i	8
CCCN(CCC)C(=O)c1cn(CC)c2ccc(S(=O)(=O)N3CCCCC3)cc2c1=O	i	2.2	5	679	i	28
O=C(CN(C(=O)CCC(=O)Nc1ccccn1)c1ccc2c(c1)OCO2)NCc1ccc(F)cc1	i	0.5	-20	663	i	25
COCC1CCN(C(=O)c2cc(COc3ccc(C)c(C)c3)on2)C1 (centres undefined)	i	1.4	12	611	i	66
COC(=O)c1ccc(N(C(=O)CNC(=O)c2ccco2)C(C(=O)NCC2CCCO2)c2ccc(OC)c(OC)c2)cc1 (centres undefined)	i	0.4	5	815	i	18
Cc1cc(C)c2nc(SCC(=O)Nc3cc(C)on3)c(C#N)cc2c1	i	1.8	-1	774	i	16
CCc1nc(SCC(=O)N2CCCCC2)c2c(=O)n(C)c(=O)n(C)c2n1	i	2.5	-1	805	i	70
Cn1c(=O)c(C(=O)NNC(=O)c2ccccc2Br)c(O)c2ccccc21	i	0.6	2	788	i	30
Cc1ccc(OC(C)C(=O)Nc2ccncc2)cc1C (centres undefined)	i	1.5	-3	765	i	22
CCN(Cc1nc(-c2ccc(C)cc2)no1)C(=O)c1ccco1	i	0.8	3	798	i	39
COc1ccccc1NC(=O)c1cc(S(=O)(=O)N2CCCC2)cn1C	i	3.7	-1	817	i	30
CCC(=O)Nc1ccc(OCC2CCCO2)cc1 (centres undefined)	i	0.3	-2	798	i	56
CCOc1ccc(CNC(=O)CN2C(=O)C(c3ccccc3)Oc3cccnc32)cc1 (centres undefined)	i	4.6	49	780	i	10
COc1ccc(C2/C(=C(/O)c3ccc(C)cc3)C(=O)C(=O)N2C)c(OC)c1 (centres undefined)	i	0.5	3	809	i	55
CC(=O)N1CCc2cc(S(=O)(=O)CCC(=O)Nc3cc(C)cc(C)c3)ccc21	?	·	4	754	i	10
Cc1cc(SCc2ccc(C(F)(F)F)cc2)nc(=O)[nH]1	i	1.4	8	726	i	46
COc1ccc(-n2nc(C(=O)NCC(=O)NCCCN3CCOCC3)c3ccccc3c2=O)c(OC)c1	i	0.0	11	797	i	48
CCCOc1ccc(C(=O)CCCC(=O)c2ccc(OCCC)cc2)cc1	i	0.6	2	842	i	54
Cc1ccc(C)c(OCC(=O)Nc2ccccc2C(=O)N2CCN(C)CC2)c1	i	0.8	27	804	i	26
COC(=O)CCC(=O)Nc1ccc(S(=O)(=O)N2CCc3ccccc32)cc1	i	0.2	-2	792	i	56
COC(=O)c1c(NC(=O)COC(=O)CCNS(=O)(=O)c2ccccc2)sc(C)c1C	i	6.1	3	799	i	43
Cc1cc(C)c(OCCOCCN2CCN(C)CC2)c(Cl)c1	i	0.9	-2	756	i	68
OC(COc1ccc2cc(Br)ccc2c1)Cn1ccnc1 (centres undefined)	i	0.3	53*	803*	i	16
COc1cc(C2CC(c3ccccc3)=NN2c2ccccc2)ccc1OCC(=O)O (centres undefined)	i	1.2	-34	741	i	25

7 successive records already listed, quoted:
SMILES	Myeloid diff 2	Myeloid diff 2 GFP+ MAC1+ %	Hep lipid drop	Hep lipid drop cells 6.5 µM	T cell modulator	T cell modulator vesicle-bound %
CCCOc1ccc(C(=O)CCCC(=O)c2ccc(OCCC)cc2)cc1	i	0.6	2	842	i	54
Cc1ccc(C)c(OCC(=O)Nc2ccccc2C(=O)N2CCN(C)CC2)c1	i	0.8	27	804	i	26
COC(=O)CCC(=O)Nc1ccc(S(=O)(=O)N2CCc3ccccc32)cc1	i	0.2	-2	792	i	56
COC(=O)c1c(NC(=O)COC(=O)CCNS(=O)(=O)c2ccccc2)sc(C)c1C	i	6.1	3	799	i	43
Cc1cc(C)c(OCCOCCN2CCN(C)CC2)c(Cl)c1	i	0.9	-2	756	i	68
OC(COc1ccc2cc(Br)ccc2c1)Cn1ccnc1 (centres undefined)	i	0.3	53*	803*	i	16
COc1cc(C2CC(c3ccccc3)=NN2c2ccccc2)ccc1OCC(=O)O (centres undefined)	i	1.2	-34	741	i	25

Next section
SMILES	Myeloid diff 2	Myeloid diff 2 GFP+ MAC1+ %	Hep lipid drop	Hep lipid drop cells 6.5 µM	T cell modulator	T cell modulator vesicle-bound %
NC(=O)NC(=O)C(Nc1ccc(N2CCCCC2)cc1)c1ccccc1 (centres undefined)	i	0.8	7	784	i	22
CCc1ccc(CN2CCCC(C(=O)N3CCCCC3)C2)cc1 (centres undefined)	i	0.6	-6	810	i	56
Cc1cc(C)cc(C(=O)NC(CC(N)=O)c2ccc(N3CCN(c4ccccc4)CC3)c([N+](=O)[O-])c2)c1 (centres undefined)	i	1.1	-5	723	i	19
O=C(CSc1nnc(NC(=O)C2CC2)s1)Nc1ccccc1	i	2.7	-6	755	i	22
Cc1ccc(Cl)c(OCCN2CCc3ccccc3C2)c1	i	0.7	2	809	i	60
Cc1ccccc1CNC(=O)CCC(=O)N1Cc2ccccc2Oc2ncccc21	i	4.5	-8	680	i	23
CN1C(=O)C(C)(C)c2cc(S(=O)(=O)N3CCN(c4cccc(Cl)c4)CC3)ccc21	+	5.0*	-5	749	i	14
Cc1nnc2c(N3CCN(C(=O)c4ccco4)CC3)nc3ccccc3n12	i	4.9	12	676	i	21
COc1ccc(C(=O)NCCc2nnc3ccc(SCC(=O)N4CCCC4)nn23)cc1	i	1.6	17	691	i	19
O=C1/C(=C/c2ccc(Cl)cc2)SC(=S)N1CCC(=O)N1CCCCC1CCO (centres undefined)	?	·	-12	730	i	5
COc1cc(C)ccc1OCc1cc(C(=O)N2CCN(C3CCCCC3)CC2)no1	?	·	-41	678	i	23
CN1CCCN(S(=O)(=O)c2ccc(O)c(C(=O)O)c2)CC1	i	0.4	-3	806	i	43
OC(CNCc1ccccc1)(c1ccccc1)c1ccccc1	i	0.5	-12	778	i	52
CCOC(=O)C1(CCOc2ccccc2)CCN(Cc2cccc(F)c2)CC1	i	0.1	-8	857	i	51
COc1cccc(NC(=S)NCc2ccccc2)c1	i	0.6	-12	811	i	40

Overlap with the part before: 2 compounds, then new ones.
SMILES	Myeloid diff 2	Myeloid diff 2 GFP+ MAC1+ %	Hep lipid drop	Hep lipid drop cells 6.5 µM	T cell modulator	T cell modulator vesicle-bound %
CCOC(=O)C1(CCOc2ccccc2)CCN(Cc2cccc(F)c2)CC1	i	0.1	-8	857	i	51
COc1cccc(NC(=S)NCc2ccccc2)c1	i	0.6	-12	811	i	40
Cc1cc(-c2ccc(C)c(S(=O)(=O)NCCc3ccc(S(N)(=O)=O)cc3)c2)on1	i	0.6	-5	670	i	44
CCN(c1ccc(C)cc1C)S(=O)(=O)c1nnc(NC(=O)C(C)(C)C)s1	i	0.2	4	779	i	54
N/C(=N\OC(=O)CCC1CCCC1)c1ccc(Cl)cc1	i	0.9	2	820	i	7
CC(C)N(Cc1nccn1C)C(=O)c1ccc2oc(CCCc3ccccc3)nc2c1	i	1.1	10	727	i	20
Cc1ccc(Sc2ncccc2C(=O)NCc2cc([N+](=O)[O-])ccc2O)c(C)c1	i	1.0	-5	734	i	68
Cc1cccc(COc2ccc(/C=N/NC(=O)c3nnn(-c4nonc4N)c3C)cc2)c1	i	2.0	-5	615	i	17
O=C(Nc1ccccc1C(=O)O)c1cccc(NS(=O)(=O)c2ccc(Br)cc2)c1	i	0.5	-1	838	i	24
CN(c1ccccc1)S(=O)(=O)c1ccc(C(=O)NCCc2ccc(F)cc2)cc1	i	0.0	-15	723	i	37
COc1ccc(N(CC(=O)N2CCN(c3cccc(Cl)c3)CC2)S(=O)(=O)c2c(C)noc2C)cc1	i	0.6	-22	667	i	8
CCOc1ccc(NC(=O)[C@H](Cc2ccccc2)NC(=O)C2CCNCC2)cc1	i	3.9	13	666	i	8
COc1ccc(OCC(=O)NS(=O)(=O)c2ccccc2)cc1	i	0.1	1	755	i	16
Cc1cccc(N2CCN(C(=O)c3cccc(N4CCCC4=O)c3)CC2)c1C	i	0.5	-18	757	i	30
Cc1cc(=O)[nH]c(N2CCCNCC2)n1	i	0.6	-1	828	i	56
CCOC(=O)N1CCN(CCC(=O)Nc2ccccc2)CC1	i	0.6	-1	775	i	68
Fc1ccc(-[n+]2nc(Nc3ccccc3)sc2-c2c(Cl)cccc2Cl)cc1	i	1.3	-18	690	i	12
Cc1nnc(NC(=O)CSc2ccccc2N)s1	i	0.7	-1	811	i	28
CCCCCN1CC(=O)N2C(C)c3[nH]c4ccccc4c3C[C@H]2C1=O (some centres undefined)	+	11*	0	823	i	20
O=C(N/N=C/c1ccc2c(c1)OCO2)c1ccc(NC(=O)c2ccccc2Cl)cc1	i	0.7	5	808	i	14
O=C(c1ccco1)N1CCCC(N2CCN(c3cccc(C(F)(F)F)c3)CC2)C1 (centres undefined)	i	0.0	1	787	i	34
Cc1ccc([C@@H]2[C@@H]3C(=O)N(c4ccccc4)C(=O)[C@@H]3[C@]3(C)C(=O)N(CC4CC4)CC(=O)N23)o1	i	0.8	0	807	i	9
C/C(=N\NC(=O)c1ccc2c(c1)OCO2)c1ccc(NC(=O)CCCC(=O)O)cc1	i	2.1	8	847	i	65
COC(=O)c1cc(S(=O)(=O)Nc2cc(OC)cc(OC)c2)cn1C	i	2.6	0	768	i	43
Nc1nonc1-n1nnc(C(=O)N/N=C/c2ccoc2)c1CSc1ccccc1	i	0.0	11	676	i	19
COCCc1ncc(CN2CCC(C(=O)Nc3cccc(-c4cscn4)c3)CC2)cn1	i	0.9	14	721	i	41
O=C(N/N=C\c1ccoc1)c1ccco1	i	0.0	-2	714	i	9
CC(=O)N1c2ccc(S(=O)(=O)NCC3CCC(C(=O)NCc4ccc(C)o4)CC3)cc2CC1C (centres undefined)	i	6.9	-6	710	i	37
COc1cc(-c2nnc3n2CCCCC3)cc(OC)c1OC	i	0.4	13	722	i	29
Cc1ccccc1S(=O)(=O)Cc1ccc(C(=O)N(C)C2CCCCC2)o1	i	1.1	0	690	i	33
COc1ccc(C(=O)O)cc1NC(=S)NC(=O)CSc1ccc(Cl)cc1	i	0.7	-1	833	i	27
COc1ccccc1N1C(=O)CC(N2CCN(c3ccc(F)cc3)CC2)C1=O (centres undefined)	i	1.3	0	873	i	37
Nc1nc2c(nc(N3CCCCC3)n2[C@@H]2O[C@H](CO)[C@@H](O)[C@H]2O)c(=O)[nH]1	i	0.0	0	860	i	34
CN=C1S/C(=C\c2ccc(OCC(=O)OC)c(OC)c2)C(=O)N1C	i	0.7	-7	770	i	6
O=S(=O)(c1cccc(S(=O)(=O)N2CCCC2)c1)N1CCCCC1	i	0.2	-8	782	i	17
CCC(Oc1ccccc1OC)C(=O)N1CC(=O)Nc2ccccc21 (centres undefined)	i	0.2	-4	848	i	27
COc1ccccc1CNC(=O)[C@H](C)NC(=O)C1CCN(C(=O)[C@@H](N)CCSC)CC1	i	2.2	6	822	i	17
Cc1cccc(C)c1NC(=O)Cn1nc(C)n2cccc2c1=O	i	2.3	4	701	i	8
O=C(Nc1ccc(C(=O)N2CCCCC2)cc1)c1cccc([N+](=O)[O-])c1	i	0.7	0	649	i	65
O=C(Cc1ccc(Cl)cc1)NC(=S)Nc1ccccc1O	i	0.8	8	809	i	58
Cc1cc(Br)ccc1OCCN1CCCC1	i	0.6	-10	822	i	49
COc1cccc(NC(=O)Nc2nnc(Cc3ccccc3F)s2)c1	i	0.9	0	829	i	38
COc1ccc(C)cc1NC(=O)NNC(=O)C(C)Oc1ccc([N+](=O)[O-])cc1 (centres undefined)	i	0.8	-1	829	i	15
O=C(O)c1nn(CC(=O)N2CCC(Cc3ccccc3)CC2)c(=O)c2ccccc12	i	0.4	-3	816	i	22
